SUMO1 PPI mod: alters human SUMO1 binding to SIM partners; SUMO1 binding to a labelled peptide, TR-FRET, 1 h; inhibition, % at 20 µM; P63165; AID 602429; 360,000 tested, 0.33% active; in the data active = inhibition above about 37%
Scp-1 inhibitor: blocks human Scp-1 phosphatase activity. Q9GZU7. Recombinant Scp1, phosphopeptide, malachite green phosphate absorbance. inhibition, % at 20 µM. 340,000 tested, 0.88% active;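 active = inhibition above about 50% at 20 µM, limit read from the data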;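 note: plate controls were DMSO wells with enzyme for no effect and wells lacking enzyme for full effect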
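System: truncated SCP-1 phosphatase (76-261aa); medium: Tris acetate buffer pH 5.5 with MgCl2 and Tween-20; incubation: 45 min room-temperature reaction, 5 min colour, 30 min stabiliser; compound: single 20 µM dose, 1% DMSO; reagent: Phosphorylated 17-residue peptide substrate; read-out: % inhibition at 20 µM; technique: colorimetric free-phosphate detection, absorbance 630 nm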
CSN inh: CSN deneddylation inhibition. Q92905. Purified CSN, SCF-Nedd8-OG deneddylation, fluorescence polarization. inhibition, % at 12.5 µM. 360,000 tested, 0.38% active;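 active = pattern-corrected inhibition above about 35%, with an unprinted fluorescence ratio check between 0.5 and 1.5, limit read from the data, passing the limit was not always enough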;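 note: 0% = enzyme with substrate and 100% = substrate without enzyme; some results filed as inactive read as strong as hits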
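test system = HEK293T-derived human Csn5 enzyme | amount = 0.24 nM Csn5 enzyme, final concentration | medium = Tris/NaCl/DTT buffer, pH 7.5 | schedule = 90 min reaction at room temperature | signal = FP | evaluation = inhibition of Csn5 cleavage, % | compound dosing = single dose of 12.5 µM compound with 0.25% DMSO | probe or stimulus = 10 nM SCFSkp2-Nedd8OG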
STEP block: blocks human striatal-enriched tyrosine phosphatase. recombinant STEP, OMFP fluorogenic substrate, fluorescence. 360,000 tested, 0.25% active. inhibition, % at 20 µM;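 active = inhibition at 20 µM, scaled per plate between control wells, above about 37%, limit read from the data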;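 note: 0% = DMSO with enzyme and substrate and 100% = substrate only without enzyme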
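Also added – OMFP at 25 µM · Test system – STEP tyrosine phosphatase · Technique – FITC-channel fluorescence of OMFP product · Schedule – 20 min at room temperature, dark · Evaluation – control-normalized % inhibition with plate pattern correction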
LMPTP block: LMPTP (human) inhibition | P24666 | recombinant LMPTP-A, OMFP fluorogenic substrate, fluorescence intensity | inhibition, % at 20 µM | 360,000 tested, 0.22% active | AID 651560;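 active = compounds that cut the enzyme signal by at least half of the control window in the single-dose screen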;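 note: plate controls were DMSO wells with enzyme plus substrate for no effect and substrate without enzyme for full effect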
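Assay system: LMPTP-A enzyme. Input: 0.625 nM LMPTP-A final. Probe or stimulus: 400 µM OMFP. Compound dosing: single 20 µM dose. Schedule: 50 min dark incubation at room temperature. Detection: fluorescence intensity of OMFP turnover product. Read-out: percent inhibition versus substrate-only and uninhibited controls. Benchmarks: no-enzyme low control, uninhibited high control.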
Rpn11 inh: inhibitors of human proteasome Rpn11; calls only at 20 µM; 360,000 tested, 0.59% active; human 26S proteasome, Ub4-pepOG fluorescence polarization; 20S core pre-blocked with epoxomicin; O00487;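 active = inhibition at 20 µM, scaled to each plate's controls, above about 33%, limit read from the data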
MLLE-PAM2 inh: inhibitors of microRNA-mediated deadenylation, human PABP1 MLLE binding; 360,000 tested, 0.36% active; AID 588489; GST-MLLE / FITC-PAM2 fluorescence polarization; P11940; inhibition, % at 20 µM; in the data active = inhibition above about 35%, passing the limit was not always enough;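 note: plate controls were DMSO wells with GST-MLLE for no effect and wells lacking GST-MLLE protein for full effect; some results filed as inactive read as strong as hits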
DNMT1 block: blocks human DNA methyltransferase DNMT1; DNMT1 molecular beacon, Hinp1I cleavage, fluorescence; inhibition (reported as % activation of signal), % at 10 µM; 360,000 tested, 0.83% active; AID 588458; in the data active = inhibition above about 50%
Target sequence (P26358 504-1616 limits assumed): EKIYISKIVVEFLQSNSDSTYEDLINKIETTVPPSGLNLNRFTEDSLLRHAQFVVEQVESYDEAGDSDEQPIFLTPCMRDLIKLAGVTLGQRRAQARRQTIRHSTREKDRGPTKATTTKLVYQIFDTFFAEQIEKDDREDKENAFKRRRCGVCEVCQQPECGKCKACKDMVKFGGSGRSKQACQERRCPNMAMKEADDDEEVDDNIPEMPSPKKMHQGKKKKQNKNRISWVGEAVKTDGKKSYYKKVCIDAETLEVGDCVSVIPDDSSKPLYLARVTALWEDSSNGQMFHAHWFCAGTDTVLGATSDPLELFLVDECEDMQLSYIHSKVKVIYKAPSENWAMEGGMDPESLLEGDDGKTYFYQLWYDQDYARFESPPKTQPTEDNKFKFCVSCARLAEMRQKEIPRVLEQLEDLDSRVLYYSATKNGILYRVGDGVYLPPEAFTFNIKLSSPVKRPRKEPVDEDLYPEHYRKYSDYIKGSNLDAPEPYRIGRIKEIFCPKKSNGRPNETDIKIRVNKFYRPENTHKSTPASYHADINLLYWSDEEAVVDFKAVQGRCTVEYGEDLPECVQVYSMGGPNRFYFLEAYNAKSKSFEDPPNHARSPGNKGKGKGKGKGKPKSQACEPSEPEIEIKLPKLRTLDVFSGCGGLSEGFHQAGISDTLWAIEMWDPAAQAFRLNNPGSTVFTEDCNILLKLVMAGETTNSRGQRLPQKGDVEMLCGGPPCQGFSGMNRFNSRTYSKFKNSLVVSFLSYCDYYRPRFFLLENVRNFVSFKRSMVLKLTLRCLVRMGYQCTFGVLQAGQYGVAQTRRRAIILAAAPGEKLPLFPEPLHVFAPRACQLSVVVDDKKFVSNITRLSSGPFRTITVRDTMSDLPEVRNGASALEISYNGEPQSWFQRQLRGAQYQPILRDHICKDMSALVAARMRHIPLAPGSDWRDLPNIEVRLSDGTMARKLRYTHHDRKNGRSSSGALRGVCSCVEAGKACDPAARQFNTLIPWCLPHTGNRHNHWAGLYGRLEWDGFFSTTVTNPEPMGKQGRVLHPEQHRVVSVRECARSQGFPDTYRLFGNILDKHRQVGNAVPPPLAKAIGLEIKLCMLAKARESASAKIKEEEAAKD
Tb MetRS inh: Trypanosoma brucei MetRS inhibition. inhibition, % at 11.9 µM. 360,000 tested, 0.4% active. purified T. brucei MetRS, ATP depletion, Kinase-Glo luminescence;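 active = inhibition above a per-plate cutoff of the control wells' mean inhibition plus 3 SD, cut at about 5.5% in these data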;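 note: 0% = DMSO wells median and 100% = median of wells with control inhibitor compound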
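assay system = parasite MetRS enzyme | timing = 15 min preincubation, 2 h reaction, all 25 °C | evaluation = percent inhibition relative to median high and low control wells | medium = HEPES buffer containing pyrophosphatase, BSA, spermine, DTT | compound = single dose, 11.9 µM final nominal, 0.9% final DMSO | detection = Kinase-Glo luminescence, ATP depletion format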
NadD inh: NadD (S. aureus) enzyme inhibition; purified NadD enzyme, colorimetric absorbance read-out; inhibition, % at 20 µM; 360,000 tested, 0.78% active; AID 602399; in the data active = inhibition above about 26%; note: some compounds past the cut are filed as inactive
An asterisk follows results filed as active; i = inactive; nt = no result given.

1	CN(CC(=O)Nc1ccc(F)c(F)c1F)C(=O)c1ccc(=O)[nH]c1
2	COC(=O)c1sc2ccc(C)cc2c1C(=O)OC
3	Cn1nc(C(=O)OCC(=O)NC2CCS(=O)(=O)C2)c2ccccc2c1=O (stereo not given)
4	Cc1cc(C)cc(N(CC(=O)NC2CCCC2)S(=O)(=O)c2c(C)[nH]c(=O)[nH]c2=O)c1
5	O=C(/C=C/c1ccccc1Cl)Nc1ccc(S(=O)(=O)Nc2ncccn2)cc1
6	c1ccc(-c2csc3ncnc(NCc4ccccn4)c23)cc1
7	COc1cccc(CN2C(=O)CCC2(C)C(=O)NCCc2ccc(OC)c(OC)c2)c1 (stereo not given)
8	O=C(Nc1ccccc1Cl)N1CCN(Cc2ccc3c(c2)OCO3)CC1

entry no.,1,2,3,4,5,6,7,8
SUMO1 PPI mod,0,-14,0,-1,3,2,-5,2
Scp-1 inhibitor,-6,6,-5,3,-6,-7,10,1
CSN inh,-3,1,-9,1,-5,5,-1,-4
STEP block,-2,-2,-2,1,0,2,-2,3
LMPTP block,0.1,0.7,-0.7,-1.7,-1.0,-0.3,-1.6,-0.6
Rpn11 inh,i,i,i,i,i,i,i,i
MLLE-PAM2 inh,6,8,4,-6,14,-1,1,7
DNMT1 block,-1,3,0,13,2,1,0,4
Tb MetRS inh,-0.2,-0.4,-0.3,-0.1,-0.5,-0.6,-1.1,-0.2
NadD inh,-1,5,-1,0,3,-2,-2,4

Structures from the list above that have sulfur, in the order listed:
2	COC(=O)c1sc2ccc(C)cc2c1C(=O)OC
3	Cn1nc(C(=O)OCC(=O)NC2CCS(=O)(=O)C2)c2ccccc2c1=O (stereo not given)
4	Cc1cc(C)cc(N(CC(=O)NC2CCCC2)S(=O)(=O)c2c(C)[nH]c(=O)[nH]c2=O)c1
5	O=C(/C=C/c1ccccc1Cl)Nc1ccc(S(=O)(=O)Nc2ncccn2)cc1
6	c1ccc(-c2csc3ncnc(NCc4ccccn4)c23)cc1

entry no.,2,3,4,5,6
SUMO1 PPI mod,-14,0,-1,3,2
Scp-1 inhibitor,6,-5,3,-6,-7
CSN inh,1,-9,1,-5,5
STEP block,-2,-2,1,0,2
LMPTP block,0.7,-0.7,-1.7,-1.0,-0.3
Rpn11 inh,i,i,i,i,i
MLLE-PAM2 inh,8,4,-6,14,-1
DNMT1 block,3,0,13,2,1
Tb MetRS inh,-0.4,-0.3,-0.1,-0.5,-0.6
NadD inh,5,-1,0,3,-2

Later entries:
9	COc1ccc(C2CC(=O)C3=C(C2)Nc2ncnn2C3c2ccccc2)cc1 (stereo not given)
10	Cc1ccc(S(=O)(=O)N2CCOCC2)cc1C(=O)OCC(=O)N1CCCC1=O
11	CCN(CC)CCCNC(=O)c1ccc(N2CCCCC2)c(NS(=O)(=O)c2ccc(C)cc2)c1
12	O=[N+]([O-])c1ccc(C(O)CN2CCN(C/C=C/c3ccccc3)CC2)cc1 (stereo not given)
13	Cc1ccc(NC(=O)c2c(C)nc3sc(C(=O)NC4CCCC4)c(N)c3c2-c2ccco2)c(C)c1
14	O=C(O)c1sc2cc(C(F)(F)F)cnc2c1-c1ccccc1
15	Cc1cc(N2CCOCC2)n2cc(-c3ccccc3)nc2n1
16	CCn1c(CNC(=O)c2ccc(OC)c(OC)c2)nnc1SCC(=O)Nc1ccccc1

entry no.,9,10,11,12,13,14,15,16
SUMO1 PPI mod,1,-1,2,-18,-4,-1,3,2
Scp-1 inhibitor,-2,-4,-11,-7,-13,3,-3,-10
CSN inh,4,2,-6,2,6,-1,0,1
STEP block,4,-1,-3,3,2,-1,-6,-3
LMPTP block,0.6,-3.9,-2.1,-1.8,-1.1,1.3,-0.6,-1.4
Rpn11 inh,i,i,i,i,i,i,i,i
MLLE-PAM2 inh,-2,2,0,3,-41,-5,2,-12
DNMT1 block,-2,-1,5,-3,16,2,6,-1
Tb MetRS inh,1.8,-0.2,-0.7,-0.4,0.4,-1.1,-1.2,-1.1
NadD inh,5,-6,-11,-6,5,4,0,-7

17	COc1ccc(N2CCN(CC(O)COc3ccc(C)c(C)c3)CC2)cc1 (stereo not given)
18	O=C1COc2ccc(-c3csc(=Nc4ccc(OC(F)F)cc4)n3CC3CCCO3)cc2N1 (stereo not given)
19	Cc1[nH]c2ccccc2c1/C=N/NC(=O)CCC(=O)Nc1ccccc1
20	O=C(c1cccc([N+](=O)[O-])c1)N1CCc2ccccc21
21	CCOC(=O)C(=O)N(C)c1c(CC)nc2c(OCc3ccccc3C)cccn12
22	Cc1ccn2c(/C=N/OCc3ccc(F)cc3)c(-c3ccc(Cl)cc3)nc2c1
23	CC1=C(C(=O)N2CCOCC2)CC(CC(=O)NC2CCCC2)C(=O)N1CCCN1CCCC1=O (stereo not given)
24	O=C(Nc1ccc2[nH]c(=O)[nH]c2c1)Nc1ccc(F)cc1F

entry no.,17,18,19,20,21,22,23,24
SUMO1 PPI mod,-3,3,1,-20,16,0,2,-2
Scp-1 inhibitor,-5,0,28,-13,nt,12,nt,-13
CSN inh,-1,1,4,2,1,-3,1,2
STEP block,-3,5,-2,-1,-3,8,1,-2
LMPTP block,-0.7,5.8,0.9,-0.6,-1.7,8.0,-1.4,-0.3
Rpn11 inh,i,i,i,i,i,i,i,i
MLLE-PAM2 inh,-10,3,-17,-4,9,-11,0,11
DNMT1 block,-3,0,-2,1,-2,-4,0,15
Tb MetRS inh,0.1,0.0,-1.8,-0.2,-0.3,-0.9,-0.6,0.5
NadD inh,-6,3,-3,-5,5,9,6,-4

25	CCOc1ccc(C(=O)OCC(=O)Nc2nc(OC)cc(OC)n2)cc1OCC
26	Cc1ccc(NC(=O)c2ccc(=O)[nH]c2)cc1S(=O)(=O)N1CCCCCC1
27	O=C(CNC(=O)C1CCCCC1)OCC(=O)c1cccc(Cl)c1
28	CCC1CCCCN1Cc1nc2c(c(=O)n(C)c(=O)n2C)n1CC(C)C (stereo not given)
29	N=c1c(C(=O)NCC2CCCO2)cc2c(=O)n3ccccc3nc2n1C1CCCC1 (stereo not given)
30	CCOC(=O)C1CCN(C(=O)CN(c2ccc3c(c2)OCO3)S(C)(=O)=O)CC1
31	COc1ccc(C(=O)NNC(=O)c2ccc(C(C)(C)C)cc2)cc1
32	COc1cc(OC)c(OC)cc1CN1CCN(S(=O)(=O)c2ccc(NC(C)=O)cc2)CC1

entry no.,25,26,27,28,29,30,31,32
SUMO1 PPI mod,1,7,3,0,-34,-1,1,-2
Scp-1 inhibitor,-7,-4,-2,8,-2,0,-9,-3
CSN inh,2,-1,-4,2,4,-3,-3,-1
STEP block,0,-3,-2,-3,-1,-5,0,2
LMPTP block,-0.9,-0.7,-0.6,-2.3,-0.1,-2.3,0.7,-0.9
Rpn11 inh,i,i,i,i,i,i,i,i
MLLE-PAM2 inh,-46,-18,8,5,-6,10,-3,5
DNMT1 block,10,-6,-1,1,0,-1,2,-2
Tb MetRS inh,-0.6,-0.3,-0.4,0.5,-0.4,0.2,-0.4,0.8
NadD inh,7,2,-3,0,-1,2,-3,4

33	CCC(C)n1c(SCc2ccccc2)nc2ccsc2c1=O (stereo not given)
34	COC(=O)[C@@H](NC(=O)NC1CCCCC1C)C(C)C (stereo not given in full)
35	CC1(C)Cc2ccccc2-c2nc(NCCO)n(-c3ccccc3)c(=O)c21
36	Cc1cc(C)cc(CC2CC(=O)N(c3cc(C)on3)C2=O)c1 (stereo not given)
37	CC(C)Oc1ccc(C(=O)OCC(=O)NC(=O)NC2CCCC2)cc1
38	c1ccc(COc2ncnc3c2ncn3CCCNCCN2CCOCC2)cc1
39	COc1ccccc1NC(=O)COc1ccc(C(F)(F)F)cc1[N+](=O)[O-]
40	O=C(CCS(=O)(=O)Cc1ccccc1)Nc1ncc([N+](=O)[O-])s1

entry no.,33,34,35,36,37,38,39,40
SUMO1 PPI mod,-1,6,2,1,1,1,-2,-26
Scp-1 inhibitor,-10,-13,-1,-5,-7,0,3,-13
CSN inh,0,2,2,-1,-3,-6,-3,3
STEP block,2,-1,-1,-3,1,-3,2,1
LMPTP block,2.2,-1.8,-1.0,-1.7,-0.2,-2.1,-0.4,-0.8
Rpn11 inh,i,i,i,i,i,i,i,i
MLLE-PAM2 inh,3,2,1,4,4,6,0,-6
DNMT1 block,5,0,1,3,3,3,3,3
Tb MetRS inh,0.6,-0.3,-0.1,0.8,-0.3,-0.1,-2.4,-0.1
NadD inh,2,-4,3,1,-12,5,-3,0

41	CCCCn1c(Cc2ccccc2)n[nH]c1=S
42	c1ccc([C@H]2CN3CCSC3=N2)cc1
43	O=C(NCc1ccc2c(c1)OCO2)c1ccc(-n2cnnn2)cc1
44	O=C(Nc1cccc2cccnc12)c1ccc(Cl)cc1Cl
45	CC1(C)CC(=O)C=C(c2cccc3c2sc2ccccc23)C1
46	Cc1ccc(-n2c(C)cc(C(=O)CN3C(=O)C(=O)N(C4CCCC4)C3=O)c2C)cc1
47	O=C(O)c1cccc(-n2cccc2C=C2C(=O)c3ccccc3C2=O)c1
48	O=C1CCCc2ccc3ccccc3c21
49	Cc1ccc(NS(=O)(=O)c2cc(Br)cnc2N)cc1C
50	Cc1ccc(C)c(Cn2c(=O)n(CCCC(=O)NCc3ccco3)c(=O)c3sccc32)c1
51	COc1ccc(OC)c(S(=O)(=O)NCc2nc3nc(C)cc(C)n3n2)c1

entry no.,41,42,43,44,45,46,47,48,49,50,51
SUMO1 PPI mod,-1,5,-2,-3,4,3,4,-3,-1,0,3
Scp-1 inhibitor,-9,-6,2,-16,14,-14,31,-5,-5,-3,-5
CSN inh,3,1,-4,-3,1,2,4,4,3,4,2
STEP block,2,-3,-4,0,2,4,9,0,-5,-1,-1
LMPTP block,-1.5,-1.1,0.9,3.3,2.1,3.2,3.1,-1.2,0.9,-1.1,-0.8
Rpn11 inh,i,i,i,i,i,i,i,i,i,i,i
MLLE-PAM2 inh,2,14,0,0,-1,3,10,10,4,-10,-11
DNMT1 block,2,4,0,-1,2,-1,49,14,-1,-1,0
Tb MetRS inh,-0.9,-0.2,-0.7,2.8,-0.3,0.2,1.1,-0.1,-0.1,-0.5,-0.3
NadD inh,8,-1,-2,-6,-7,0,1,-5,-1,-6,-1

Screens as filed in PubChem.
